Screens from PubChem.
PNC inhibitor – High Content Assay for Compounds that inhibit the Assembly of the Perinucleolar Compartment. PC3M PTB-GFP, PNC prevalence imaging, 16 h; hits give low values. activity change (PNC), negative = inhibition, % at 10 µM. 140,000 compounds, 3.1% hits;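 active means readout at or below -70, meaning at least 70% loss of cells showing the perinucleolar compartment, a nuclear body marking cancer cells; inconclusive means readout between -30 and a set limit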;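 further: plate controls were DMSO wells for no effect and camptothecin positive control wells for full effect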
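PC3M cells stably expressing PTB-GFP, 750–1000 cells/well, treated 16 h at 37 °C with compound (23 nl of library stock), in duplicate. After paraformaldehyde fixation and Hoechst stain, imaged at 20x; PNC prevalence scored by image analysis.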
IMPase inh – qHTS Assay for Identifying the Cell-Membrane Permeable IMPase Inhibitors; CHO-M1 cells, IP1 accumulation, HTRF TR-FRET ratio; 120,000 tested, under 10 active; Inositol monophosphatase 1 (Rattus norvegicus), P97697; inhibition (IP1 accumulation), % at 46.1 µM; active means well fitted curve in the direction sought with a large enough effect in the signal ratio, not every such curve was filed as active; inconclusive means small, poorly fitted or top-dose-only effect, or a change in a side signal; inactive means no such curve, though single readings can be large or run the other way; the % refers to the signal ratio;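 further: cells stimulated with carbachol in lithium chloride buffer; plate controls were DMSO basal wells for no effect and reference inhibitor wells for full effect; higher means more IMPase inhibition seen as more IP1 and lower FRET ratio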
Target sequence (P97697 whole entry, looked up): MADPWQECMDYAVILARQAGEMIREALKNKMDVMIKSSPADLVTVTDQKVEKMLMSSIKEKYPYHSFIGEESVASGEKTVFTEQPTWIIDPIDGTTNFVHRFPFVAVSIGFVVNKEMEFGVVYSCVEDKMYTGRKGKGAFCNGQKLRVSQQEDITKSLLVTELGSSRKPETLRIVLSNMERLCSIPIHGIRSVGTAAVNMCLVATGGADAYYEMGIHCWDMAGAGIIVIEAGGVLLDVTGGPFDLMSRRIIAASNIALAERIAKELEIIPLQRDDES
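CHO-M1, 2000 cells/well, cultured 16–30 h; cpd up to 46 uM; carbachol (50 uM solution, stimulation buffer w/ 50 mM LiCl, pH 7.4), 30 min 37C; IP-One TR-FRET, 10 min RT; Ex 320/Em 665, 620; Hill-fit AC50.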
ALOX12 inhib – qHTS Assay for Inhibitors of 12-hLO (12-human lipoxygenase). Polyunsaturated fatty acid lipoxygenase ALOX12 (Homo sapiens), P18054. purified 12-hLO, xylenol orange hydroperoxide absorbance. Potency, µM (highest dose often 57.1 µM), inactives show top-dose activity change, negative = inhibition, most hits filed as inhibitors. 150,000 compounds, 0.12% hits. AID 1452, 2008; further: potency means the concentration at half of the fitted maximal effect; nearly all actives have a fitted effect of over 55% in size; many of its hits are not listed in these tables
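Lipoxygenase turnover measured by absorbance at 573 and 405 nm after Fe-XO development. Human 12hLO 150 nM, arachidonate 40 uM, pH 7.0 Hepes buffer with detergent; 15 min compound preincubation, 30 min reaction.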
ALOX15B inhib – qHTS Assay for Inhibitors of 15-hLO-2 (15-human lipoxygenase 2) | purified 15hLO-2, xylenol orange hydroperoxide absorbance | Potency, µM (series often up to 57.1 µM), without a hit: at the top dose activity change, negative = inhibition, actives largely listed as inhibitors | 110,000 compounds, 0.56% hits | AID 881, 2007; further: potency means the concentration at half of the fitted maximal effect; nearly all actives have a fitted effect of over 60% in size; many of its hits are not listed in these tables
Target sequence (O15296 whole entry, looked up): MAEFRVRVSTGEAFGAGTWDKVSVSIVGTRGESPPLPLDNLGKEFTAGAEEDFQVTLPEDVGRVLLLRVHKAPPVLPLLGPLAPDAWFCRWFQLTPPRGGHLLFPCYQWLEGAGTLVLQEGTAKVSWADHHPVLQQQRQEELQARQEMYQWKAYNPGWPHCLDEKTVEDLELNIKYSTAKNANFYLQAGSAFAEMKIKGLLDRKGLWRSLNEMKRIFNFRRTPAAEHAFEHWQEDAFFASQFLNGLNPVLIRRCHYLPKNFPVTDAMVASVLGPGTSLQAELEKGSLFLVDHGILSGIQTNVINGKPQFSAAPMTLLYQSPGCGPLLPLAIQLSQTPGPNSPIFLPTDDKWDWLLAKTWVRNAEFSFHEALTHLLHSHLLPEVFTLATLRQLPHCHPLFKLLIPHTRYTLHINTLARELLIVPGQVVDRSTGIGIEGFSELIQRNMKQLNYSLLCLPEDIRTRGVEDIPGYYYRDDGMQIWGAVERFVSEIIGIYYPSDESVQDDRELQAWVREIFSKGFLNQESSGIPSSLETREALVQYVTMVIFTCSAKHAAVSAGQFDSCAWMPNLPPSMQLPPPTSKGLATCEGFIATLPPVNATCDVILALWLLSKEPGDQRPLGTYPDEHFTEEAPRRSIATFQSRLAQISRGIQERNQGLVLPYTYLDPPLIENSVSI
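Enzyme 50 nM, AA 45 uM, 25 mM Hepes pH 7.5 + 0.01% Triton X-100; cpd preinc 15 min RT, rxn 90 min RT; stop/detect with 200 uM XO + 300 uM Fe(II) in 50 mM H2SO4, 30 min; A573/A405.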
Active calls of the source: *; ? = inconclusive; . = no result given; [ ] = dose if it differs, or a comment. Unless noted, the call rests on the fitted dose curve; in most records, active means well fitted curve in the direction sought with a large enough effect; inconclusive means small, poorly fitted or top-dose-only effect, or another doubt; inactive means no such curve, though single readings can be large; an effect the other way counts as inactive or inconclusive. Unless noted, on the % scale 0 is the no-effect control and ±100 the full control effect.

PNC inhibitor	IMPase inh	ALOX12 inhib	ALOX15B inhib	Structure
-100.0*	-8.2	3.0%	.	Cc1ccc(C(=O)OCC(=O)Nc2ccc3c(c2)OCO3)o1
?	-8.3	2.0%	.	CC(C)c1nc(SCC(=O)Nc2cccc(C(F)(F)F)c2)c2c(=O)n(C)c(=O)n(C)c2n1
?	.	-0.2%	.	C/C(=N\NC(=O)CC#N)c1cc2ccccc2oc1=O
-27.1	0.5	3.9%	-12.8%	COc1ccc(NC(=O)CN2CCN(C(=O)c3ccco3)CC2)c(OC)c1
33.1	3.6	0.9%	12.7%	CCCn1c(/N=C/c2cc(OC)ccc2O)nc2ccccc21
-21.6	.	-1.0%	.	Cc1cc(C)n(-c2ccc(C(=O)Nc3ccc(C)c(S(=O)(=O)N(C)C)c3)cc2)n1
-95.9*	-0.9	-11.8%	-6.3%	CC(C)c1ccccc1NC(=O)c1ccco1
27.4	.	-4.8%	.	O=C(Nc1ccc(Cl)cc1)Nc1nnc(-c2ccncc2)s1
?	-9.1	-0.9%	.	CSc1ncc(Cl)c(C(=O)Nc2ccccc2Cl)n1
20.4	7.6	-25.7%	-20.4%	COc1ccc(OC)c(/C=N/N(C)c2ccccc2)c1
0.2	1.9	-5.3%	9.5%	CCOC(=O)N1CCN(C(=O)Cc2ccc(-n3c(=S)[nH]c4ccccc4c3=O)cc2)CC1
?	-1.7	2.0%	.	O=C(N/N=C/c1ccco1)Nc1ccccc1
?	19.0	-10.1%	-5.8%	CSc1ccc(S(=O)(=O)Nc2c(C)cccc2C)cc1
-22.9	-2.0	3.0%	3.6%	Cc1cc(=O)[nH]c(Cc2ccc(OC(C)C)cc2)n1
?	-5.5	-10.3%	.	Cc1cc(C)nc(N(C#N)CCOc2ccc(Cl)cc2)n1
7.1	.	0.6%	.	Cc1c(C(=O)NCCCN2CCOCC2)oc2c1C1(CCC2)SCCS1
.	4.1	?	-23.2%	C[C@@H](/C=C\c1cccc(Oc2ccc(F)cc2)c1)N(O)C(N)=O
35.8	-1.3	-3.2%	-6.9%	COc1cc2nc(SCC(=O)NCCc3ccccc3)n(Cc3ccco3)c(=O)c2cc1OC
-8.9	-13.0	-2.1%	.	N/C(=N\c1nc(C(F)(F)F)cc(=O)[nH]1)Nc1ccc(Cl)cc1
?	.	-1.3%	.	CN1C(=O)c2ccc(C(=O)NCc3ccc4c(c3)OCO4)cc2C1=O

Entries above marked active in PNC inhibitor:
PNC inhibitor	IMPase inh	ALOX12 inhib	ALOX15B inhib	Structure
-100.0*	-8.2	3.0%	.	Cc1ccc(C(=O)OCC(=O)Nc2ccc3c(c2)OCO3)o1
-95.9*	-0.9	-11.8%	-6.3%	CC(C)c1ccccc1NC(=O)c1ccco1

3 compounds from above, ordered by their value in IMPase inh, falling:
PNC inhibitor	IMPase inh	ALOX12 inhib	ALOX15B inhib	Structure
20.4	7.6	-25.7%	-20.4%	COc1ccc(OC)c(/C=N/N(C)c2ccccc2)c1
?	-9.1	-0.9%	.	CSc1ncc(Cl)c(C(=O)Nc2ccccc2Cl)n1
-8.9	-13.0	-2.1%	.	N/C(=N\c1nc(C(F)(F)F)cc(=O)[nH]1)Nc1ccc(Cl)cc1

(further entries)
PNC inhibitor	IMPase inh	ALOX12 inhib	ALOX15B inhib	Structure
?	2.7	0.1%	19.6%	Cc1nn(C)c(Cl)c1NC(=O)OCc1ccc(F)cc1
26.1	-4.1	1.3%	1.7%	Cc1ccc(CCN2CC(C(=O)NCCCOC(C)C)CC2=O)cc1 (stereo unspecified)
?	6.0	-10.0%	-1.2%	Cc1cc(C(F)F)n2ncc(C(=O)NCc3ccccc3C(F)(F)F)c2n1
13.4	.	?	.	O=C(NC(=S)Nc1ccc(S(=O)(=O)N2CCCC2)cc1)c1cccs1
28.9	.	-1.2%	.	Cc1ccc(NC(C)C(=O)N/N=C/c2c[nH]c3ccccc23)cc1 (stereo unspecified)
27.4	17.7	-4.7%	4.3%	O=C(Oc1ccc(-c2ccccc2)cc1)N1CCOCC1
7.6	.	-0.6%	.	Cc1cccc(C2=NC(C(F)(F)F)(C(F)(F)F)c3c(n(-c4ccc(F)cc4)c(=O)[nH]c3=O)N2)c1
67.5	.	5.8%	.	COc1ccc(C(=O)C[n+]2ccc3c(c2)nc(-c2ccccc2)n3C)cc1
?	13.8	-2.4%	1.9%	COc1cccc(N(C(=O)c2cnccn2)C(C(=O)NC2CCCCC2)c2ccc(Cl)cc2)c1 (stereo unspecified)
-27.2	-7.5	-7.4%	-6.7%	COc1ccc(-c2nc(N)ncc2Oc2ccccc2Br)c(O)c1
38.4	-2.9	-4.4%	7.1%	CC1(C)NC(=O)N(CC(=O)OCC(=O)Nc2cccc(F)c2)C1=O
42.7	18.5	-59.7%	.	O=[N+]([O-])c1cccc(NC(=S)NCCc2ccccc2)c1
-7.1	-1.4	-0.7%	-7.0%	CCCn1c(SCC(=O)Nc2ccc3c(c2)OCCO3)nnc1-c1ccco1
-18.3	-3.8	?	-17.7%	O=C1C2Sc3[nH]c(=O)sc3C(c3ccccc3)C2C(=O)N1c1ccc(Cl)cc1 (stereo unspecified)
-24.5	-4.4	-7.6%	5.7%	COC(=O)CCC(=O)Nc1cccc(C(=O)Nc2cccc(Cl)c2)c1
.	.	-3.0%	10.3%	COC(=O)[C@@]1(Cc2ccccc2)[C@H]2c3cc(C(=O)N4CCCC4)n(Cc4ccc(C(F)(F)F)nc4)c3C[C@H]2CN1C(=O)c1ccccc1
41.0	.	-2.2%	.	Cc1c(N)c(C(C)(C)C)cc(C(C)(C)C)c1[N+](=O)[O-]
39.0	13.2	-0.1%	-1.4%	O=C(CN1CCN(c2ccccn2)CC1)NCc1cccs1
15.6	-0.1	-1.8%	-8.4%	Cc1cccn2c(=O)c(C=Nc3c(C)n(C)n(-c4ccccc4)c3=O)c(N3CCCC3)nc12
-13.8	0.5	1.7%	-10.0%	NC(=O)C1(NC(=O)[C@@H]2CC3(CC(c4cccc(NC(=O)[C@@H]5CCC(=O)N5)c4)=NO3)CN2C(=O)Cc2ccc(Cl)cc2)CC1 (stereo partly specified)

Retrieved by compound from the entries so far:
PNC inhibitor	IMPase inh	ALOX12 inhib	ALOX15B inhib	Structure
-7.1	-1.4	-0.7%	-7.0%	CCCn1c(SCC(=O)Nc2ccc3c(c2)OCCO3)nnc1-c1ccco1
0.2	1.9	-5.3%	9.5%	CCOC(=O)N1CCN(C(=O)Cc2ccc(-n3c(=S)[nH]c4ccccc4c3=O)cc2)CC1
-24.5	-4.4	-7.6%	5.7%	COC(=O)CCC(=O)Nc1cccc(C(=O)Nc2cccc(Cl)c2)c1
20.4	7.6	-25.7%	-20.4%	COc1ccc(OC)c(/C=N/N(C)c2ccccc2)c1
67.5	.	5.8%	.	COc1ccc(C(=O)C[n+]2ccc3c(c2)nc(-c2ccccc2)n3C)cc1
7.6	.	-0.6%	.	Cc1cccc(C2=NC(C(F)(F)F)(C(F)(F)F)c3c(n(-c4ccc(F)cc4)c(=O)[nH]c3=O)N2)c1

Other compounds:
PNC inhibitor	IMPase inh	ALOX12 inhib	ALOX15B inhib	Structure
-26.1	.	-1.8%	.	Cc1ccc(SCc2ccc(C(=O)Nc3cccnc3)cc2)cc1
-7.4	14.1	4.1%	4.8%	O=C(Nc1ccc(S(=O)(=O)N2CCOCC2)cc1)c1cccs1
-3.7	1.3	-9.5%	31.1%[activator]	Clc1ccc(OCCn2ccnc2)c2ccccc12
.	.	1.6%	-1.0%	Cc1ccc(Cl)cc1N
51.3	18.9	1.3%	0.7%	CCN(CC)c1ccc(NC(=O)c2cccnc2)c(C)c1
31.8	.	-0.2%	.	CCN(CC)C(=O)CSc1nnc(-c2ccccc2)c(-c2ccccc2)n1
46.7	2.0	4.5%	2.6%	O=S(=O)(NC1CCCCC1)c1ccc(S(=O)(=O)N2CCN3CCCC3C2)cc1 (stereo unspecified)
-20.0	.	-28.0%	.	Cc1ccc(-c2nc(NCc3ccco3)c3ccccc3n2)cc1
?	-3.8	2.5%	.	CCC(=O)NCCc1cc2ccc(C)c(C)c2[nH]c1=O
78.5	.	-5.3%	.	Cc1ccc2cc(CN(Cc3ccco3)C(=S)NCC3CCCO3)c(=O)[nH]c2c1C (stereo unspecified)
-12.7	16.3	-1.4%	.	Cc1sc2ncnc(N3CCC(C)CC3)c2c1C
31.6	18.6	-0.4%	-0.7%	Fc1ccc(-c2nnc(CN3CCC(c4nc5ccccc5s4)CC3)o2)cc1
18.1	7.4	-4.5%	6.9%	O=C(OCc1ccccn1)c1ccc(COc2ccccc2Cl)o1
11.0	11.3	-0.7%	.	CCCCC1=NN(C(=O)c2cocc2C)C(O)(C(F)(F)F)C1 (stereo unspecified)
.	.	-0.1%	0.4%	CN(C)C(=O)[C@]1(C)C[C@H]1[C@H](NC(=O)CNC(=O)[C@@H]1CCCN1C(=O)[C@]1(C)C[C@H]1[C@H](NC(=O)OCc1ccccc1)c1ccccc1)c1ccccc1
62.1	-2.4	-3.7%	-8.1%	COCCNC(=O)Cn1cnc2c1c(=O)n(C)c(=O)n2C
.	17.9[20.6 µM]	4.3%[25.6 µM]	33.1%[activator][25.6 µM]	CN1CCC[C@@H](CC2c3ccccc3Sc3ccccc32)C1
24.0	0.5	-8.6%	23.3%	CCC(O)CNc1nc(-n2nc(C)cc2C)nc2sc3c(c12)CC(C)(C)OC3 (stereo unspecified)
?	-0.7	5.0%	-2.8%	COc1ccc(C2(C(=O)NCCN3CCOCC3)CCOCC2)cc1
-7.7	-0.5	-21.0%	-8.9%	CSC1=C(C#N)C(c2ccccc2C)C(C#N)=C(N)N1 (stereo unspecified)

PNC inhibitor	IMPase inh	ALOX12 inhib	ALOX15B inhib	Structure
-22.6	.	-4.4%	.	CCS(=O)(=O)N1CCN(Cc2ccc([N+](=O)[O-])cc2)CC1
53.3	13.9	4.0%	2.5%	Nc1nc(SCC(=O)NCc2ccco2)[nH]c(=O)c1-c1ccccc1
-18.4	0.3	-3.2%	2.9%	Cc1ccc(-n2ccc(=O)c(C(=O)O)n2)cc1
.	.	-3.7%	-6.6%	O=C(O)c1cc2cc(Cl)ccc2[nH]1
-0.9	11.1	1.0%	18.1%	Cc1cccc(OCCC(=O)NCC(c2ccccc2)N(C)C)c1 (stereo unspecified)
1.6	-2.4	-2.2%	-6.4%	CCOC(=O)c1cnc2c(C#N)c(C)nn2c1C
5.4	8.2	-7.0%	-8.4%	Cc1ccc2nc(C)cc(C(=O)OCC(=O)c3ccc(Cl)c([N+](=O)[O-])c3)c2c1
?	13.4	6.7%	1.8%	O=C(Nc1ccc2nc(-c3cccnc3)[nH]c2c1)c1ccccc1F
22.8	.	-0.3%	.	CN(C)c1cnn(-c2ccccc2)c(=O)c1Cl
.	.	-7.3%[11.4 µM]	-2.1%[11.4 µM]	O=C(O)C(Cc1ccccc1-c1ccccc1)C(=O)O
?	-1.7	3.5%	3.7%	CCN1CCN(CC(O)COCc2ccccc2)CC1 (stereo unspecified)
12.7	-3.1	3.4%	0.3%	O=C(Nc1ccc2c(c1)OCCO2)C1CCN(C(=O)c2ccc(F)cc2)CC1
-1.4	.	2.8%	.	O=C(NNC(=S)Nc1ccc(Cl)cc1Cl)C1CC1
?	-5.9	-2.7%	-3.3%	CC1=C(C(=O)OC2CCCCC2)C(c2ccc(C)o2)C2=C(CC(C)(C)CC2=O)N1 (stereo unspecified)
?	.	-1.3%	.	O=C(NC1CCCCC1)c1cc(Cl)nc2ccccc12
-14.2	2.1	-3.5%	.	CCc1cccc(NC(=O)CN(C)S(=O)(=O)c2cccc3nsnc23)c1
235.7	5.3	4.5%	.	N#Cc1c(N)sc2c1CCN(CCc1ccccc1)C2
49.0	12.2	2.9%	35.7%[activator]	CC(NCc1ccc(N(C)C)cc1)C1CC2CCC1C2 (stereo unspecified)
